Screening results: PubChem BioAssay, National Center for Advancing Translational Sciences (NCATS)
EPAC1 ag – EPAC1 (human) agonism; Potency, µM (titrated, usually from 154 µM), for the others: at the top dose activation, actives largely listed as activators; hit rate 0.073% among 360,000; EPAC1 agonist qHTS, biochemical assay; response scale: 100% = response to 6.5 mM cAMP; AID 720707; note: potency is the fitted concentration of half-maximal effect; nearly all actives have a fitted effect of over 60% in size
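Compounds were pinned as a concentration titration into mixtures of EPAC1 (100 nM), BODIPY-GDP-loaded Rap1B (250 nM) and GDP (50 uM). After 5 min at room temperature, fluorescence was followed for 30 min; activity was scaled to 6.5 mM cAMP.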
EPAC1 antag – antagonists of human EPAC1; O95398; Potency, µM (top dose mostly 115 µM), for the others: at the highest dose activity change, negative = inhibition, most hits filed as inhibitors; hit rate 0.14% among 360,000; EPAC1 GEF assay, Rap1b-BODIPY-GDP exchange fluorescence;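 note: potency is the fitted concentration of half-maximal effect; plate controls were vehicle for no effect and positive control for full effect; nearly all actives have a fitted effect of over 50% in size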
PI5P4K alpha inh – inhibitors of human PI5P4K alpha | hit rate 1.2% among 330,000 | AID 652105 | max response, % | PI5P4Kalpha enzyme, ADP-Glo luminescence, 60 min; active compounds read low; active = max response of -50% or lower; inconclusive = between -30% and -50%; inactive = -30% or higher; note: value at the top dose of about 77 µM; % is set by controls: 0 for no effect and ±100 for the full control effect
Target sequence (P48426 whole entry, looked up): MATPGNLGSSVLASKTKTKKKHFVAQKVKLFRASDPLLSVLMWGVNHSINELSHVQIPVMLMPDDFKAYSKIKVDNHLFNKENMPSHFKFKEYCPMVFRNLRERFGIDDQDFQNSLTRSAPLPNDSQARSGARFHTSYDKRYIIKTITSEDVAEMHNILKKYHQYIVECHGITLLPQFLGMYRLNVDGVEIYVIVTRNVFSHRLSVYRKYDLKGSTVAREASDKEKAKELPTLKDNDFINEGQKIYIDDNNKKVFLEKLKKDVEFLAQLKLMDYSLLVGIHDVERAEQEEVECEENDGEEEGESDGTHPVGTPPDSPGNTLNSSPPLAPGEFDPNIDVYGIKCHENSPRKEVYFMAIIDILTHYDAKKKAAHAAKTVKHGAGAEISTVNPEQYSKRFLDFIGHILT
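qHTS, 1536-well: enzyme/substrate mix, compound by pin tool, 5 microM ATP final; RT 60 min; ADP-Glo reagents 1 (45 min) then 2 (30 min); luminescence.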
MmCpn inh – inhibitors of Methanococcus maripaludis chaperonin (MmCpn); purified Mm-Cpn ATPase, ADP Transcreener TR-FRET; Potency, µM (top dose mostly 76.9 µM), inactives show at the top dose activity, negative = inhibition, actives largely listed as inhibitors; hit rate 0.031% among 330,000; AID 504842; note: potency is the fitted concentration of half-maximal effect; % is set by controls: 0 for no effect and ±100 for the full control effect; nearly all actives have a fitted effect of over 80% in size
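ATPase read-out: TR-FRET ADP immunoassay (anti-ADP Eu cryptate vs ADP-d2), ex 320 nm, em 590/665 nm; signal drops as ADP forms. Enzyme 25 nM, ATP 10 uM, 30 min at 37°C after 10 min compound preincubation.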
WRN inhibitor – WRN helicase (human) inhibition. WRN helicase unwinding, fluorescent forked duplex, kinetic. hit rate 0.46% among 360,000. Q14191. Potency, µM (series often up to 114 µM), for inactives: top-dose activity change, negative = inhibition, most hits filed as inhibitors; note: potency is the fitted concentration of half-maximal effect; % is set by controls: 0 for no effect and ±100 for the full control effect; nearly all actives have a fitted effect of over 55% in size
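Kinetic fluorescence helicase assay: unwinding of a quenched forked DNA duplex (100 nM final) with 2 mM ATP final raises red fluorescence (525/598 nm). Compounds sat 15 min at room temperature with 20 nM WRN beforehand.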
CCT modulator – modulators of cytosolic chaperonin (CCT/TRiC) activity; purified chaperonin ATPase assay, HTRF ADP detection, 30 min; activity change, % (concentration not given with the values), hits read low; hit rate 0.3% among 360,000; AID 651819; in the data active = activity change below about -30%; note: % is set by controls: 0 for no effect and ±100 for the full control effect
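TRiC at 40 or 20 nM final (batch-dependent) in 30 mM Tris pH 7.4, 100 mM KCl, 5 mM MgCl2, 1 mM DTT, with compound at single 76 uM and 10 uM ATP, 30 min at 37 deg C. ADP detected by HTRF Transcreener, 665/615 ratio.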
EPAC2 antagonist – blocks human EPAC2 exchange factor; Q8WZA2; EPAC2 GEF exchange of Rap1B-BODIPY-GDP, fluorescence; Potency, µM (series often up to 114 µM), for inactives: at the top dose activity, negative = inhibition, most hits filed as inhibitors; hit rate 0.18% among 360,000; AID 720708; note: potency is the fitted concentration of half-maximal effect; % is set by controls: 0 for no effect and ±100 for the full control effect; nearly all actives have a fitted effect of over 45% in size; many of its hits are not listed in these tables
PLK1 PBD inh – inhibitors of human PLK1 polo-box domain binding | P53350 | Potency, µM, for the others: max response, negative = inhibition, usual class: inhibitors | hit rate 2.8% among 360,000 | Plk1 PBD binding of FITC phosphopeptide, fluorescence polarization; note: potency is the fitted concentration of half-maximal effect; series mostly up to about 57 µM; % is set by controls: 0 for no effect and ±100 for the full control effect; nearly all actives have a fitted effect of over 65% in size
Target sequence (P53350 whole entry, looked up, the tested form may be a part): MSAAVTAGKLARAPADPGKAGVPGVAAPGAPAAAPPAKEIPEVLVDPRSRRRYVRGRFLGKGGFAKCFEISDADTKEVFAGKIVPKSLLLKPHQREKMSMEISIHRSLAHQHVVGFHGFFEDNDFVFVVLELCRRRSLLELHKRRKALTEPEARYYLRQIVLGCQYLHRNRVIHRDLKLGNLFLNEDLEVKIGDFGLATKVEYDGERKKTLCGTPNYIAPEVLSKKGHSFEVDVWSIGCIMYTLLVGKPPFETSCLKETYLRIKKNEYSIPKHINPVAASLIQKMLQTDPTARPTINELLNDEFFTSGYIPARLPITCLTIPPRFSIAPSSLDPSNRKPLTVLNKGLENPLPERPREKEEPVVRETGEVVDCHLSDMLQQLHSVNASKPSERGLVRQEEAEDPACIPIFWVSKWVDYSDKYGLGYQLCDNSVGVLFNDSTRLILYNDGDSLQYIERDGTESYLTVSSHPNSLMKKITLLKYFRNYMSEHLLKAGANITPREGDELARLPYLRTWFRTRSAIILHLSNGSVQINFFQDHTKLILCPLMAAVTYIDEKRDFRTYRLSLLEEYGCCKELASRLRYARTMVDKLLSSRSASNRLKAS
* hit, by the source's call; ? = inconclusive; · = no result given; [ ] = remark or other dose. Unless noted, calls come from the whole dose curve; as a rule, active = well fitted curve in the direction sought with a large enough effect; inconclusive = small, poorly fitted or top-dose-only effect, or another doubt; inactive = no such curve, though single readings can be large; an effect the other way counts as inactive or inconclusive.

PI5P4K alpha inh	mol	WRN inhibitor	EPAC2 antagonist	PLK1 PBD inh	EPAC1 ag	MmCpn inh	CCT modulator	EPAC1 antag
-28	CCOC(=O)COc1ccc2c(=O)c(-c3ccccc3OC)coc2c1	-22%[57.1 µM]	1%	-6%	5%	0%	-0.5	-10%
0	O=C(/C=C/c1cccc(F)c1)Nc1nccs1	3%	0%	2%	1%	2%	-1.8	7%
18	Cc1cccc(N2CCN(C(=O)c3[nH]c(C(F)(F)F)nc3-c3ccccc3)CC2)c1C	-19%	?	-3%	-5%	·	0.8	4%
-69*	O=C1C(=Cc2ccccc2O)SC(=S)N1CCCN1CCOCC1	-4%	-5%	2.7µM*	12%	·	0.6	14%
2	CCN(CC)S(=O)(=O)c1ccc(N2CCOCC2)c(NC(=O)Cc2ccccc2)c1	5%	2%	-11%	5%	0%	-1.7	-19%
31	CCCCCCCCOC(=O)C1=C(C)Nc2nnnn2C1c1cccs1 (stereo not given)	-13%	?	-7%	-10%	-3%	-2.2	?
3	Cc1cc(C)cc(N(CC(=O)NC2CCCCC2)C(=O)c2csnn2)c1	4%	5%	-1%	-2%	2%	0.6	5%
1	O=C(O)C1CCC1C(=O)Nc1nc(-c2ccc(Cl)s2)cs1 (stereo not given)	4%	-12%	-8%	17%	-8%	-2.4	10%
9	CC1(C(=O)Nc2ccccc2)CCN1C(=O)CCc1ccc(Cl)cc1Cl (stereo not given)	-7%	-8%	-12%	11%	·	-0.8	-15%
3	Cc1ccc(-c2nc3ccccc3c(C(=O)NCc3cccs3)c2C)cc1	2%	-1%	-17%	24%	-2%	0.0	-8%
-17	Cc1cc(C(F)F)n2nc(C(=O)Nc3ccc(S(=O)(=O)N4CCCCCC4)cc3)nc2n1	-5%	6%	-4%	-1%	·	1.2	-16%
-1	Cc1ccc(SCC(=O)N2CCC(C(N)=O)CC2)cc1	-1%	-4%	-11%	2%	-6%	-2.7	?
-3	CCn1c(/C=C/c2ccc(O)cc2)nc2ccccc2c1=O	-31%	-4%	-13%	5%	-1%	0.0	3%
-4	O=C(O)CCNc1ccc(Cl)cc1	-4%	9%	-4%	14%	0%	0.7	-21%
-2	COc1ccc(CCC(=O)NCCS(=O)(=O)N2CCN(c3ccc(OC)cc3)CC2)cc1	2%	3%	-15%	-8%	-9%	-0.3	-3%
·	CCOc1ccc(NC(=S)Nc2ccc(C)c([N+](=O)[O-])c2)cc1	-1%	1%	-12%	14%	0%	-1.7	-3%
-4	O=C(CNCC1CCCCC1)Nc1ccccc1N1CCCCC1	3%	-6%	-12%	9%	-5%	-8.1	-6%
2	CC(=O)c1ccc(OCc2cc(C(=O)N(C)Cc3ccon3)no2)cc1	-21%	-6%	-11%	-2%	-1%	1.7	-21%
20	COc1cccc(N2CCN(C(=O)Cn3c(=O)oc4ccccc43)CC2)c1	1%	0%	-6%	2%	0%	-1.6	-23%
-15	COc1ccc(/C=N/Nc2ccccc2C(=O)O)cc1	-18%	5%	-5%	-7%	-2%	-0.4	0%
-10	C[C@@H]1CCC[C@@]2(O[C@H](CCO)C[C@H](O)[C@H]2O)O1	2%	8%	-12%	-15%	·	-0.1	15%
9	CSc1ccc(/C=C/C(=O)OCC(=O)N2CCN(c3ccccc3)CC2)cc1	1%	1%	?	-11%	·	3.9	2%
-2	COCCNC(=S)N/N=C/c1ccc(N2CCOCC2)cc1	-3%	3%	6%	8%	-3%	1.5	-3%
0	O=C(COC(=O)c1cnc(Cl)c(Cl)c1)c1ccc(F)cc1	6%	3%	-3%	-2%	2%	0.6	-13%
-2	COc1cc(NC(=O)N2c3ccccc3Sc3ccccc32)c(C(=O)O)cc1OC	4%	2%	2%	0%	-4%	0.8	0%
7	COc1ccc(C2=NN(C(=O)CSc3ncccn3)C(c3ccc(C)cc3)C2)cc1 (stereo not given)	-16%	2%	3%	6%	-4%	-0.9	-16%
-8	COc1ccc(NC(=O)C2=C(C)Nc3ncnn3C2c2ccccc2C(F)(F)F)c(OC)c1 (stereo not given)	-1%	4%	-2%	6%	0%	0.4	-14%
0	COc1ccccc1-c1cc(C(F)(F)F)nc(S(=O)(=O)CCCC(=O)NCc2ccc(F)cc2)n1	-11%	-14%	-22%	2%	-2%	-1.2	-23%
1	Cc1ccc2nc(N3CCN(C(=O)c4ccccc4F)CC3)c(C#N)cc2c1	2%	-26%	-11%	11%	·	-0.5	-7%
0	COCCNC(=O)C(c1cccs1)N(CCc1ccccc1)C(=O)Cn1nnc2ccccc21 (stereo not given)	-6%	-2%	-4%	3%	1%	0.6	11%

Grouped by structure: the entries above containing a CF3 group.
PI5P4K alpha inh	mol	WRN inhibitor	EPAC2 antagonist	PLK1 PBD inh	EPAC1 ag	MmCpn inh	CCT modulator	EPAC1 antag
18	Cc1cccc(N2CCN(C(=O)c3[nH]c(C(F)(F)F)nc3-c3ccccc3)CC2)c1C	-19%	?	-3%	-5%	·	0.8	4%
-8	COc1ccc(NC(=O)C2=C(C)Nc3ncnn3C2c2ccccc2C(F)(F)F)c(OC)c1 (stereo not given)	-1%	4%	-2%	6%	0%	0.4	-14%
0	COc1ccccc1-c1cc(C(F)(F)F)nc(S(=O)(=O)CCCC(=O)NCc2ccc(F)cc2)n1	-11%	-14%	-22%	2%	-2%	-1.2	-23%

The main list resumes; the 2 compounds before the break are reprinted first.
PI5P4K alpha inh	mol	WRN inhibitor	EPAC2 antagonist	PLK1 PBD inh	EPAC1 ag	MmCpn inh	CCT modulator	EPAC1 antag
1	Cc1ccc2nc(N3CCN(C(=O)c4ccccc4F)CC3)c(C#N)cc2c1	2%	-26%	-11%	11%	·	-0.5	-7%
0	COCCNC(=O)C(c1cccs1)N(CCc1ccccc1)C(=O)Cn1nnc2ccccc21 (stereo not given)	-6%	-2%	-4%	3%	1%	0.6	11%
1	O=C1CCC(C(=O)N2CCCC(C(=O)c3ccc4c5c(cccc35)CC4)C2)=NN1 (stereo not given)	2%	1%	2%	7%	-8%	-1.0	15%
-3	O=C(O)C1CCC(N2C(=O)c3cccc([N+](=O)[O-])c3C2=O)CC1 (stereo not given)	-5%	6%	-2%	1%	-2%	-3.3	16%
-8	COc1ccc(C(=O)N/C(=C/c2cccnc2)C(=O)Nc2cccc(C(C)=O)c2)cc1OC	7%	4%	30µM*	-7%	2%	1.9	6%
-29	O=C(CSCc1ccc(Cl)cc1)NCCSCc1ccco1	-26%	0%	-11%	3%	-2%	-1.1	-6%
·	CC(=O)Nc1ccc(S(=O)(=O)N(C)c2ccccc2)cc1	1%	8%	-1%	-1%	1%	0.8	11%
1	CC(Sc1ccc(S(=O)(=O)N2CCN(C)CC2)cn1)C(=O)NC1CCCC(C)C1C (stereo not given)	-2%	9%	-3%	-3%	·	-0.6	5%
3	Cc1ccc(S(=O)(=O)N2CCC(C(=O)OCC(=O)NCc3cccc(Cl)c3)CC2)cc1C	-7%	-1%	5%	-3%	1%	1.0	-11%
1	Cc1nc(N2CCN(Cc3ccccc3)CC2)nc2c1CCC2	-2%	-14%	-15%	-4%	-5%	-0.7	-4%
-3	O=C(CSc1nc2c(cnn2-c2ccc(F)cc2)c(=O)[nH]1)Nc1nccs1	-3%	6%	-9%	9%	0%	-2.0	-8%
-1	Cc1c(C(=O)Nc2ccc(S(=O)(=O)N3CCOCC3)cc2)cccc1[N+](=O)[O-]	8%	-1%	-10%	10%	1%	-0.8	-8%
3	CSCC[C@H](N)C(=O)N1CCC(C(=O)N[C@H](C(=O)NCc2ccccc2F)C(C)C)CC1	1%	9%	-1%	-7%	1%	-4.1	1%
-4	COc1ccc(OC)c2c1sc(=NC(=O)c1ccco1)n2C	-15%	-2%	3%	1%	-1%	0.9	?
3	COc1ccc(NC(=O)CN(C)Cc2cccs2)cc1Cl	-2%	-10%	-4%	5%	0%	2.5	-8%
4	COc1cc(NC(=O)CN(c2cc(C)cc(C)c2)S(=O)(=O)c2c(C)noc2C)cc(OC)c1	8%	-7%	-4%	-27%	0%	-0.8	-14%
-19	CN(C)S(=O)(=O)c1cccc(NC(=O)c2ccc(NS(=O)(=O)c3cccs3)cc2)c1	-10%	19%	-5%	2%	-4%	0.3	-3%
6	CC12CCC(C(=O)NNC(=O)c3ccccc3)(OC1=O)C2(C)C (stereo not given)	4%	8%	0%	-9%	2%	-1.2	17%
2	CC(C)Oc1ccc(S(=O)(=O)N2CCOCC2)cc1NC(=O)CN1C(=O)NC2(CCCC2)C1=O	-30%	-5%	-7%	1%	1%	-0.9	12%
1	O=C1CCN(S(=O)(=O)c2ccc(Cl)cc2)CC1	9%	-4%	1%	17%	1%	0.8	4%
10	COc1ccc(CN(C(=O)c2cccs2)c2ccccc2)cc1	-13%	?	-7%	9%	-5%	1.3	-2%
-2	CCCCN1C(=O)C(O)(c2ccccc2)c2cc(Br)ccc21 (stereo not given)	-5%	?	-10%	-3%	0%	-1.9	-6%
1	CCCCNc1c(-c2ccc(-c3cccc(Cl)c3)cc2)nc2ccc(Cl)cn12	10%	8%	-8%	9%	-2%	1.2	-20%
-8	Cc1cc(C)n(CC(=O)N2CCc3ccccc32)c(=O)c1C#N	-2%	-20%	-8%	3%	-1%	-2.1	15%
-27	Nc1ccc2c(c1)C(=O)C(=O)c1ccccc1-2	35µM*	8.9µM*	1.5µM*	-9%	?	-2.6	?
-1	c1ccc2c(N3CCOCC3)c3c(nc2c1)CCC3	-4%	-7%	-2%	10%	-3%	1.7	7%
·	CC(=O)Nc1ccc(C(=O)CSc2nc3ccccc3n2CC(=O)N2CCCC2)cc1	1%	5%	?	1%	0%	-3.3	0%
0	CC(=O)c1cccc(NC(=O)COc2ccc3oc(=O)cc(C)c3c2)c1	-1%	-16%	-2%	-20%	-11%	0.1	-14%
4	O=C(Oc1ccc(F)cc1)c1cccnc1	0%	-4%	-10%	6%	-3%	-0.9	9%
0	CC(C)c1csc(CN2CCN(Cc3ccc(F)cc3)C(CCO)C2)n1 (stereo not given)	-7%	6%	-10%	-1%	1%	0.5	3%
-6	O=C(Nc1ccccc1C(=O)N1CCCCCC1)c1ccccc1Cl	5%	1%	-11%	2%	4%	-0.6	-14%
2	O=C(NC1CCN(C(=O)NC2CCCCC2)CC1)c1ccco1	-3%	3%	-1%	-5%	-3%	-4.9	13%
-1	CCOc1ccc(-c2nnc(N)o2)cc1	6%[57.1 µM]	5%	-15%	-10%	-1%	-0.4	-9%
4	CN(C)S(=O)(=O)c1cccc(NC(=O)c2ccc(OC(F)(F)F)cc2)c1	-1%	-22%	-2%	4%	1%	-1.9	-9%
-5	COc1ccc(-c2sc(Nc3ccccc3)n[n+]2-c2ccccc2)cc1Br	-7%	11%	?	-20%	-7%	-0.8	1%

The list is partial; rates above refer to the full screens.
